KCNQ2 block – KCNQ2 channel blockers in CHO-K1 cells – cell-based, FluxOR thallium flux, B-score, primary screen (AID 2156). O88943. 20 min; hits give low values. B-score at 10 µM. 310,000 compounds, 1.1% hits;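 active means fluorescence ratio B-score at most minus 3 library SDs, with starting brightness B-score within 2 library SDs, cut at about -5.5 in these data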
Target sequence (O88943 whole entry, looked up): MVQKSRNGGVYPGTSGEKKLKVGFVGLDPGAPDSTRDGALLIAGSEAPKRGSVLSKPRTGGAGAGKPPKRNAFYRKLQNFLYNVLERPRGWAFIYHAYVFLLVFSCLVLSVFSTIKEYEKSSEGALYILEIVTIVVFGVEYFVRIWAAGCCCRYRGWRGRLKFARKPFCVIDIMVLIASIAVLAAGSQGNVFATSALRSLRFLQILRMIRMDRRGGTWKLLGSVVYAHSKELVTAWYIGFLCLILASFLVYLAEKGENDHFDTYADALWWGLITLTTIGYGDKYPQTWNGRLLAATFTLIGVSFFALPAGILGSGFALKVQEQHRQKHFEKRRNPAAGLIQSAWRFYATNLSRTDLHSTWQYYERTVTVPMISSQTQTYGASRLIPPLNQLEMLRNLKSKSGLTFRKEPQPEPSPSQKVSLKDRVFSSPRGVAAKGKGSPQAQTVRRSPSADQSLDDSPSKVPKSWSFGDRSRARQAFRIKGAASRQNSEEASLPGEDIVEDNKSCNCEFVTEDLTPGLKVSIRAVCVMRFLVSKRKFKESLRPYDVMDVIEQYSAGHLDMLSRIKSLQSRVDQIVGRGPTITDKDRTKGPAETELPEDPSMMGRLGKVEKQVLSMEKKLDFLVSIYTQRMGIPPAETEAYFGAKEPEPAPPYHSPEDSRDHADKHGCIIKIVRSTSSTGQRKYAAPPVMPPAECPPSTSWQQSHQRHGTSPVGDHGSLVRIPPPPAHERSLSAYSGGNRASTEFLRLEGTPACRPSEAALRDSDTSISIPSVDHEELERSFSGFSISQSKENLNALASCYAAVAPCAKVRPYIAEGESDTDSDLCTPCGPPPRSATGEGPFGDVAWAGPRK
CHT inh – human CHT choline transport inhibition. Q9GZV3. CHT-expressing cells, membrane potential dye, choline response; hits give low values. B-score at 10 µM. 310,000 compounds, 0.86% hits. AID 488975;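 active means B-score over 3 SD under the library average, and starting fluorescence ratio not unusually high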;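 further: choline stimulus applied at its EC90 after an EC20 pre-addition; B-score computed on integrated fluorescence ratio after choline addition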
Active calls of the source: *; i = inactive; / = no result given. Only part of the results is shown; count on the stated rates, not on these rows.

Start of the data: the first 5 entries (preview)
SMILES | KCNQ2 block | CHT inh
Cn1c(O)c(/C=N/N2CCOCC2)c(=O)n(-c2ccccc2)c1=S | i | i
CC(C)c1ccc(-n2c(O)c(/C=N/N3CCOCC3)c(=O)[nH]c2=S)cc1 | i | i
CC(=O)c1ccc2c(c1)OCO2 | i | i
C=CCN=C(SCC(=O)c1ccc(Cl)cc1)c1c(O)n(C)c(=O)n(C)c1=O | i | i
CCN1CCN(C(=O)Cc2ccc(C)cc2)CC1 | i | i

The whole of this part (from the top)
SMILES | KCNQ2 block | CHT inh
Cn1c(O)c(/C=N/N2CCOCC2)c(=O)n(-c2ccccc2)c1=S | i | i
CC(C)c1ccc(-n2c(O)c(/C=N/N3CCOCC3)c(=O)[nH]c2=S)cc1 | i | i
CC(=O)c1ccc2c(c1)OCO2 | i | i
C=CCN=C(SCC(=O)c1ccc(Cl)cc1)c1c(O)n(C)c(=O)n(C)c1=O | i | i
CCN1CCN(C(=O)Cc2ccc(C)cc2)CC1 | i | i
CN(C)P(=S)(Nc1ccccc1)C(Cl)(Cl)Cl (stereo not given) | i | i
COc1ccc(/C=C/C(=O)NC(=S)N2C[C@H]3C[C@H](C2)c2cccc(=O)n2C3)cc1 | i | i
O=C(c1cccc([N+](=O)[O-])c1)C12CN3CN(CN(C3)C1)C2 | i | i
c1ccc2cc(C3N4CCCN34)ccc2c1 (stereo not given) | i | i
O=C(COC(=O)Cc1ccccc1)Nc1ccc(F)cc1 | i | i
CCc1cccc(C)c1NC(=S)N1CC2CC(C1)c1cccc(=O)n1C2 (stereo not given) | i | i
CC1(C)C2([N+](=O)[O-])CNCC1([N+](=O)[O-])CNC2 | i | i
COc1ccc(-n2c(O)c(/C=C3\C=Nc4ccc(Br)cc43)c(=O)[nH]c2=O)cc1 | i | i
CCn1c(O)c(C=Nc2cc(Cl)ccc2Cl)c(=O)n(CC)c1=O | i | i
COc1cccc(CCNCc2c(F)cccc2F)c1 | i | i
Clc1ccc(C[n+]2c(-c3ccccc3)cc(-c3ccccc3)cc2-c2ccccc2)cc1 | -7.2* | -8.9*
O=C1C2CCCN2C(c2cccnc2)N1c1nccs1 (stereo not given) | i | i
CCCCNC(=O)NC(C(N)=O)P(=O)(OCC)OCC (stereo not given) | i | i
CCN(CC)c1ccc(CN(C)CCc2ccc(OC)c(OC)c2)cc1 | i | i
C=Cc1ccc(Cn2c(C(=O)O)c(C=O)c3ccccc32)cc1 | i | i
Cc1cccc(-n2c(/C=C/c3ccc([N+](=O)[O-])o3)nc3ccccc3c2=O)c1 | i | i
CCOP(=S)(OCC)C(O)CCCCCn1c(=O)c(F)cn(C2CCCO2)c1=O (stereo not given) | i | i
Cc1cccc(NC(N)=S)c1 | i | i
O=C(COc1ccc2ccccc2c1)N1CCN(Cc2ccncc2)CC1 | i | i

Of the compounds above, these contain four or more nitrogen atoms:
SMILES | KCNQ2 block | CHT inh
Cn1c(O)c(/C=N/N2CCOCC2)c(=O)n(-c2ccccc2)c1=S | i | i
CC(C)c1ccc(-n2c(O)c(/C=N/N3CCOCC3)c(=O)[nH]c2=S)cc1 | i | i
O=C(c1cccc([N+](=O)[O-])c1)C12CN3CN(CN(C3)C1)C2 | i | i
CC1(C)C2([N+](=O)[O-])CNCC1([N+](=O)[O-])CNC2 | i | i
O=C1C2CCCN2C(c2cccnc2)N1c1nccs1 (stereo not given) | i | i

The results go on:
SMILES | KCNQ2 block | CHT inh
CC(C)n1c(O)c(C=NCc2ccccc2)c(=O)[nH]c1=S | i | i
CC(=NCCN1CCCCC1)c1c(O)n(-c2ccc(Cl)cc2)c(=O)[nH]c1=O | i | i
O=[N+]([O-])c1cccc2c([As](=O)(O)O)cccc12 | i | i
CN1CCN(c2ccc(S(=O)(=O)C(F)(F)F)cc2[N+](=O)[O-])CC1 | i | i
CN1CCN(c2ncnc3nc[nH]c23)CC1 | i | i
CC1(C)N(O)C2CCCCC2N1O (stereo not given) | i | i
Cc1cccc(C)c1OP(N)(=O)Oc1c(C)cccc1C | i | i
COC(=O)C(O)(c1ccc(NC(=S)NC(=O)c2ccc(Cl)cc2Cl)c(C)c1)C(F)(F)F (stereo not given) | i | i
CCc1ccccc1N1C(=O)CC(=O)NC1=O | i | i
CCOC(=O)C1=C(N)OC2=C(C(=O)CCC2)C12C(=O)N1c3c(ccc(C)c32)C(C)=CC1(C)C (stereo not given) | i | i
Cc1c(C(=O)N2CCC3(CC2)OCCO3)sc2ncnc(N3CCc4ccccc4C3)c12 | i | i
COc1ccccc1-n1c(-c2ccoc2)nc2ccccc2c1=O | i | i

Part of the list above in order of formula weight, smallest number first:
SMILES | KCNQ2 block | CHT inh
CCc1ccccc1N1C(=O)CC(=O)NC1=O | i | i
O=[N+]([O-])c1cccc2c([As](=O)(O)O)cccc12 | i | i
CC(C)n1c(O)c(C=NCc2ccccc2)c(=O)[nH]c1=S | i | i
COc1ccccc1-n1c(-c2ccoc2)nc2ccccc2c1=O | i | i
CC(=NCCN1CCCCC1)c1c(O)n(-c2ccc(Cl)cc2)c(=O)[nH]c1=O | i | i
CCOC(=O)C1=C(N)OC2=C(C(=O)CCC2)C12C(=O)N1c3c(ccc(C)c32)C(C)=CC1(C)C (stereo not given) | i | i
COC(=O)C(O)(c1ccc(NC(=S)NC(=O)c2ccc(Cl)cc2Cl)c(C)c1)C(F)(F)F (stereo not given) | i | i

(continued)
SMILES | KCNQ2 block | CHT inh
COC(=O)CC1(CC(=O)OC)C(=O)N(c2ccccc2)C(=O)N(c2ccccc2)C1=O | i | i
C[C@H]1CC[C@H]2NCCN[C@H]2C1 | i | i
CCN1CCN(Cc2ccc(C)cc2C)CC1 | i | i
COc1ccc2c(c1)c(C(=O)C(C)N1CCCCC1)c(C)n2C (stereo not given) | i | i
O=c1[nH]c(=S)n(C2CCCCC2)c(O)c1/C=N/N1CCOCC1 | i | i
c1ccc2c(CN3CCCCC3)c[nH]c2c1 | i | i
COC(=O)C1=C(c2cc3ccccc3o2)C[C@@H]2CC[C@H]1N2C(=O)NC1CCCCC1 | i | i
CCOC(=O)C1(c2ccccc2)CCN(CCC(C#N)(c2ccccc2)c2ccccc2)CC1 | -6.8* | i
CCCCn1c(O)c(C(C)=NCCCN(C)C)c(=O)[nH]c1=O | i | i
O=C(c1ccc(N2CCCCC2)c([N+](=O)[O-])c1)N1CCC2(CC1)OCCO2 | i | i
Cc1ccc(-c2nn(CCC#N)cc2C(=O)O)cc1C | i | i
Cc1ccc(-n2c(C)nc3cc(Cl)ccc3c2=O)nc1 | i | i
O=c1[nH]c(=O)n(CCc2ccc(F)cc2)c(O)c1C=NCCCN1CCOCC1 | i | i
CN1CCC(=O)N(CCN=[N+]=[N-])CC1 | i | i
CSc1ccc(C(=O)C(C)(C)N2CCOCC2)cc1 | i | i
Cn1c(O)c(C=NCCN2CCOCC2)c(=O)[nH]c1=S | i | i
O=C(O)c1ccc(N=Cc2c(O)[nH]c(=O)[nH]c2=O)cc1 | i | i
CC1CCC(NCC(O)c2ccccc2)CC1 (stereo not given) | i | i
CCOC(=O)CNC(=O)CSP(=S)(OCC)OCC | i | i
Nc1ccc(N=Nc2ccccc2)cc1 | i | i
N/C(=N\[N+](=O)[O-])N1CCN(C(=O)OC2CCCC2)CC1 | i | i
Cn1c(CN2CCN(C(=O)COc3ccccc3)CC2)nc2cc([N+](=O)[O-])ccc21 | i | i
O=C(c1cc([N+](=O)[O-])ccc1N1CCNCC1)N1CCOCC1 | i | i
CC1CCN2c3nc4ccccn4c(=O)c3CC3(C(=O)N(C)C(=O)N(C)C3=O)C2C1 (stereo not given) | i | i
CCOC(=O)C1(c2ccccc2)CCN(CC(=O)Nc2cccc3ccccc23)CC1 | i | i
CCN(CC)CCNCc1nc2ccccc2c(=O)n1-c1ccc(F)cc1 | i | i
O=c1c2ccccc2nc(-c2ccco2)n1-c1ccc(Br)cn1 | i | i
Cc1ccc(-c2cc(-c3ccccc3)cc(-c3ccccc3)[n+]2-c2ccccc2)cc1 | i | i
O=C(c1ccc(N2CC3CC(C2)c2cccc(=O)n2C3)c([N+](=O)[O-])c1)N1CCCC1 (stereo not given) | i | i
CC1CN(C(=O)CCC(=O)N2CCC3(CC2)OCCO3)c2cc(Cl)ccc2O1 (stereo not given) | i | i
Cc1cc(N(CCCl)CCCl)ccc1/C=N/NC(=O)c1ccco1 | i | i
Cc1ccc(S(=O)(=O)Nc2cc(C(=O)N3CCC4(CC3)OCCO4)ccc2N2CCCCC2)cc1 | i | i
CCOC(=O)c1ccccc1NC(=O)c1c(O)[nH]c(=O)[nH]c1=O | i | i
Cn1cc(C=C(C#N)C#N)c2ccccc21 | i | i
COCCCn1c(N)c(C(=O)Nc2ccccc2)c2nc3ccccc3nc21 | i | i
CN(CC1COc2ccccc2O1)c1nc(-c2cccnc2)nc2ccccc12 (stereo not given) | i | i
CCOc1cc(/C=C2/C(=O)NC(=O)N(c3ccc(CC)cc3)C2=O)ccc1OC(=O)c1cccs1 | i | -6.6*
O=C1CC(=O)N(c2cccc(Br)c2)C(=O)N1 | i | i
CCN1CCc2ccccc2C1 | i | i
O=c1[nH]c(=O)n(Cc2ccc(F)cc2)c(O)c1C=NCc1cccnc1 | i | i
CC1CN=C(Nc2ccc(F)c(Cl)c2)S1 (stereo not given) | i | i
CC(C)(C)c1cc(C=C(C#N)C#N)cc(C(C)(C)C)c1O | / | i
Clc1cccc(CNCCc2c[nH]c3ccccc23)c1 | i | i
O=c1c(C=NCc2cccs2)c(O)n(C2CCCCC2)c(=O)n1C1CCCCC1 | i | i
COc1ccc(OC)c(NC(=O)N2C[C@H]3C[C@@H](C2)c2cccc(=O)n2C3)c1 | i | i
O=c1[nH]c(O)c(C=Nc2ccc(Cl)c(C(F)(F)F)c2)c(=O)[nH]1 | i | i
CCCNc1oc(-c2cccc3ccccc23)nc1C#N | i | i
C/C(=N\NC(=O)c1ccccc1)c1c(O)n(C2CCCCC2)c(=O)[nH]c1=O | i | i
CCN(CC)CCN=C(C)c1c(O)n(-c2ccccc2OC)c(=O)[nH]c1=O | i | i
COc1cc2[nH]c(=S)n(-c3ccccc3)c(=O)c2cc1OC | i | i
O=c1c2ccccc2[nH]c(=S)n1-c1cccnc1 | i | i
Cc1cc(OCC(=O)N2CCC(C(=O)O)(c3ccccc3)CC2)c2c(C)c(C)c(=O)oc2c1 | i | i
O=C(CN1C(=O)CCSc2ccccc21)N1CCC2(CC1)OCCO2 | i | i
O=c1c(C=Nc2cccnc2Cl)c(O)n(CCCCl)c(=O)n1C1CCCCC1 | i | i
O=C(Nc1ccccc1)OC1CN=C(N[N+](=O)[O-])NC1 (stereo not given) | i | i
c1ccc(-c2nnc(C3CC(c4cccnc4)=NO3)o2)cc1 (stereo not given) | i | i
COc1ccc(CNCCc2c(C)[nH]c3ccc(OC(F)(F)F)cc23)c(OC)c1 | i | i
O=C(CCCn1c(=O)[nH]c2cc(Cl)ccc2c1=O)N1CCC2(CC1)OCCO2 | i | i
c1ccc(C2=NP(N3CCOCC3)(N3CCOCC3)=NC(N3CCOCC3)=N2)cc1 | i | /
NC(Cc1ccccc1)Cc1ccccc1 | i | i

(more compounds)
SMILES | KCNQ2 block | CHT inh
CCC(=NCCc1ccccc1)c1c(O)[nH]c(=O)[nH]c1=O | i | i
CC(C)N1CC=C(c2c[nH]c3ccccc23)CC1 | i | i
C#CCOCOCC#CCN(CC)CC | i | i
CCOc1ccc2nc(N=Nc3c(O)[nH]c(=S)[nH]c3=O)sc2c1 | i | i
O=C(c1ccccc1)C1CCCN(Cc2nc(-c3cnccn3)no2)C1 (stereo not given) | i | i
Cc1ccc(-n2c(O)c(C=NCCCn3ccnc3)c(=O)[nH]c2=O)cc1 | i | i
COc1ccc(C(=O)N2C[C@H]3C[C@@H](C2)c2cccc(=O)n2C3)cc1OC | i | i
COC(=O)C1=C(c2cc3ccccc3o2)C[C@@H]2CC[C@H]1N2C(=O)N1CCCCC1 | i | i
Cc1ccccc1N1C(=O)NC(=O)/C(=C\c2ccc3c(c2)CCCN3Cc2ccccc2)C1=O | i | i
O=c1[nH]c(=S)n(C2CC2)c(O)c1/C=N/N1CCOCC1 | i | i
Nc1ccc2c(c1)Cc1ccccc1-2 | i | i
CN1C(=O)C(=Cc2ccc(OCCN(C)c3ccccn3)cc2)C(=O)N(C)C1=O | i | i
Fc1cccc(CN2CCN(c3ccc(Cl)cc3)CC2)c1 | i | i
C=CCN1C(=O)/C(=C/c2cccs2)C(=O)NC1=S | i | i
COc1ccccc1-n1c(-c2ccccc2)nc2ccccc2c1=O | i | /
COc1ccc(Cc2c(O)[nH]c(=S)[nH]c2=O)cc1 | i | i
Cc1cccc(NC(=O)N2C[C@H]3C[C@@H](C2)c2cccc(=O)n2C3)c1 | i | i
Cc1onc(-c2c(Cl)cccc2Cl)c1/C(N)=N/OC(=O)N(C)C | i | i
C#C[C@@]1(O)CCC2C3CCC4=C/C(=N/OCC(=O)NC(C(=O)O)C(C)O)CC[C@]4(C)C3CC[C@@]21C (stereo not given in full) | i | i
CCOC(=O)c1cc(CC)sc1/N=C/C1C(=O)NC(=S)NC1=O | i | i
O=C(CCC(=O)N1C[C@H]2C[C@@H](C1)c1cccc(=O)n1C2)NCc1ccccc1 | i | i
CCCOc1ccccc1NP(=O)(Oc1ccccc1)Oc1ccccc1 | i | i
Fc1ccccc1CNC1CN2CCC1CC2 (stereo not given) | i | i
CC(=NCCC1=CCCCC1)c1c(O)n(C)c(=O)n(C)c1=O | i | i
O=C(Nc1ccc(F)cc1)c1c(O)c2c(n(Cc3ccccc3)c1=O)CCCC2 | i | i
CC(=O)N1N=C2C3CCN(CC3)C2C1c1cccc2ccccc12 (stereo not given) | i | i
Cc1cc(OCc2nn[nH]n2)c2c3c(c(=O)oc2c1)CCCC3 | i | i
O=C1NC(=O)N(c2ccccc2)C(=O)/C1=C\c1ccc([N+](=O)[O-])o1 | i | i
CN1C(=O)N(C)C(=O)C2(Cc3c(ccc4ccccc34)N(C)C2)C1=O | i | i
O=C(C1CCCN(S(=O)(=O)c2cccc3nsnc23)C1)N1CCC2(CC1)OCCO2 (stereo not given) | / | i

Source: PubChem BioAssay (Johns Hopkins Ion Channel Center)
